Bioassay records: PubChem BioAssay, National Center for Advancing Translational Sciences (NCATS)
POLH inh – DNA polymerase eta (human) inhibition. Q9Y253. recombinant Pol eta, fluorescent DNA replication assay. Potency, µM (titrated, usually from 114 µM), inactives show top-dose activity change, negative = inhibition, usual class: inhibitors. hit rate 1.2% among 390,000. AID 588591; also: potency is read from the fitted curve at half-maximal effect; % is scaled to controls: 0 for no effect and ±100 for the full control effect
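Pol eta (10 nM) was preincubated with compounds for 15 min at room temperature, after which fluorescent replication substrate (50 nM final) was added to start the reaction. Fluorescence was read kinetically at 0 and 10 min.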
LDHA block – blocks human lactate dehydrogenase A. P00338. purified LDHA, NADH/diaphorase-resazurin fluorescence; stronger effect = lower value. activity change, % (values are at about 110 or 230 µM). hit rate 0.15% among 480,000. AID 1347041; in the data active = activity change below about -30%; inconclusive = mostly about -25% to -30%;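 also: plate controls were DMSO wells for no effect and wells without enzyme for full effect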
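Human LDH5 (2 nM) was incubated with 0.06 mM NADH and 0.2 mM pyruvate for 5 min at room temperature in Tris pH 7.4. Remaining NADH was coupled through diaphorase/resazurin, and resorufin fluorescence was read at 0 and 20 min.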
APEX1 inh – APE1 (human) endonuclease inhibition; Potency, µM (titrated, usually from 65.8 µM), without a hit: at the top dose activity change, negative = inhibition, most hits filed as inhibitors; P27695; hit rate 0.35% among 350,000; AID 2517; recombinant APE1, TAMRA/BHQ-2 abasic DNA cleavage fluorescence;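 also: potency is read from the fitted curve at half-maximal effect; plate controls were vehicle for no effect and reference inhibitor for full effect; nearly all actives have a fitted effect of over 55% in size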
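0.75 nM APE1 + cpd, 15 min RT; start w/ 50 nM TAMRA/BHQ-2 THF-abasic dsDNA; kinetic fluor 525/598 nm ×3 reads @60 s; Δ(read3−read1); normalized to DMSO and NSC13755 control wells.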
Anesthetic bind – binds horse apoferritin like a general anesthetic; P02791; apoferritin/1-aminoanthracene competitive binding, fluorescence; Potency, µM (highest dose often 77.5 µM), without a hit: at the highest dose activity change, negative = displacement, actives largely listed as inhibitors; hit rate 0.074% among 350,000; AID 485281; also: potency is read from the fitted curve at half-maximal effect; % is scaled to controls: 0 for no effect and ±100 for the full control effect; nearly all actives have a fitted effect of over 20% in size
Target sequence (P02791 2-175 limits assumed): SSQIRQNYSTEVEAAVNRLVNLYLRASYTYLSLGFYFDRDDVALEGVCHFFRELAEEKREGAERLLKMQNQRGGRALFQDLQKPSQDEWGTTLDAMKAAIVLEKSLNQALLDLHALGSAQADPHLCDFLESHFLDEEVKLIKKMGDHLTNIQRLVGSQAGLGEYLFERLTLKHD
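Concentration-response curves derived by four-parameter Hill fitting of normalized fluorescence, where compounds displaced 1-AMA from 10 uM horse apoferritin following a brief 10 min room-temperature incubation; propofol titration acted as positive control.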
POLB inh – blocks human DNA polymerase beta activity; P06746; Pol beta primer extension/strand displacement, fluorescence kinetic; hit rate 1.3% among 340,000; Potency, µM (doses to about 114 µM), without a hit: at the top dose activity change, negative = inhibition, usual class: inhibitors; also: potency is read from the fitted curve at half-maximal effect; % is scaled to controls: 0 for no effect and ±100 for the full control effect
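Pol beta (10 nM) was preincubated with compound for 15 min at room temperature. The reaction was then started with 50 nM substrate and read immediately and after a further 10 min at room temperature.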
BLM helicase inh – blocks DNA unwinding by human BLM helicase; Potency, µM (series often up to 56.1 µM), inactives show at the highest dose activity change, negative = inhibition, actives largely listed as inhibitors; recombinant BLM DNA unwinding, fluorescence dequenching; hit rate 0.2% among 350,000; P54132; AID 2528;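 also: potency is read from the fitted curve at half-maximal effect; plate controls were vehicle for no effect and no enzyme for full effect; nearly all actives have a fitted effect of over 35% in size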
Glioma ERSR ind – inducers of ER stress response in human glioma cells | U87-MG GRP78 promoter luciferase reporter, 16 h | Potency, µM, inactives show at the highest dose activation, most hits filed as activators | hit rate 0.02% among 420,000 | AID 602332; also: potency is read from the fitted curve at half-maximal effect; series mostly up to about 76 µM; % of control where 0% means no effect; nearly all actives have a fitted effect of over 35% in size
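Stably transfected U87-MG glioma cells carrying a GRP78-based luciferase sensor; 16 h compound incubation. Luminescence end-point read 10 min after Bright-Glo addition at room temperature.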
Pol kappa inh – blocks human DNA polymerase kappa activity | Q9UBT6 | purified Pol kappa, fluorescent DNA synthesis assay, 10 min | Potency, µM (titrated, usually from 107 µM), without a hit: at the top dose activity, negative = inhibition, most hits filed as inhibitors | hit rate 0.53% among 400,000 | AID 588579; also: potency is read from the fitted curve at half-maximal effect; % is scaled to controls: 0 for no effect and ±100 for the full control effect
Target sequence (Q9UBT6 whole entry, looked up): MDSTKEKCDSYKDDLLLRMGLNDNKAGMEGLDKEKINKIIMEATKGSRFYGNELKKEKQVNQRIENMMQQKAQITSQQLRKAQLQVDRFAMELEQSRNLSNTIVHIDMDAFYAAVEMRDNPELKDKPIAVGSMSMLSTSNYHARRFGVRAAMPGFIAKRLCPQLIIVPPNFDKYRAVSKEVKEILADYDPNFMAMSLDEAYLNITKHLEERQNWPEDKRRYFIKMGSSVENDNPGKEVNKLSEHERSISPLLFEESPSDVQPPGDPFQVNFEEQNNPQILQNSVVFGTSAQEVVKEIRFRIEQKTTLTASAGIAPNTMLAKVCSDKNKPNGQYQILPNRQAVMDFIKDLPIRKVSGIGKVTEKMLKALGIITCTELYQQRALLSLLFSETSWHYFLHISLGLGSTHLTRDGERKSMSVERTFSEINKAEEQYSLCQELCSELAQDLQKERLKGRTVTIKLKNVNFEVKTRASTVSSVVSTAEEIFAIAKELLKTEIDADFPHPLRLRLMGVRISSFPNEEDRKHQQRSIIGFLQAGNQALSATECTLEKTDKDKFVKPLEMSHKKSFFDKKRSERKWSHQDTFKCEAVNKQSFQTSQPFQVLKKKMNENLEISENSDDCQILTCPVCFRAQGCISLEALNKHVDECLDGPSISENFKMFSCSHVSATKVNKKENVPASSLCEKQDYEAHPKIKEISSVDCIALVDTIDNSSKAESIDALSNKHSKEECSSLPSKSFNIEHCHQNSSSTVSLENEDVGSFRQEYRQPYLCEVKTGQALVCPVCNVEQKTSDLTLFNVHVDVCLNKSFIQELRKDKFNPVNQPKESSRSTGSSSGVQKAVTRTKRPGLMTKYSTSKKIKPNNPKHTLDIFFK
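Kinetic fluorescence screen: compound preincubated 15 min RT with 10 nM enzyme; 50 nM substrate (final) initiates; reads at 0/10 min.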
POLI inh – DNA polymerase iota (human) inhibition; AID 588590; hit rate 1% among 390,000; Potency, µM (top dose mostly 115 µM), for the others: top-dose activity, negative = inhibition, most hits filed as inhibitors; Q9UNA4; Pol iota fluorescent replication assay, 10 min; also: potency is read from the fitted curve at half-maximal effect
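Pol iota at 10 nM preincubated 15 min with compounds at room temperature; reaction started with fluorescent substrate, 50 nM final. Fluorescence read kinetically at 0 and 10 min; buffer-only wells as negative control.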
* hit, by the source's call; ? = inconclusive; nt = no result given; [ ] = dose if it differs, or a comment. Unless noted, calls follow the shape of the dose curve; as a rule, active = well fitted curve in the direction sought with a large enough effect; inconclusive = small, poorly fitted or top-dose-only effect, or another doubt; inactive = no such curve, though single readings can be large; an effect the other way counts as inactive or inconclusive. A portion of the library; count on the stated rates, not on these rows.

SMILES	POLH inh	LDHA block	APEX1 inh	Anesthetic bind	POLB inh	BLM helicase inh	Glioma ERSR ind	Pol kappa inh	POLI inh
COc1ccc(Cl)cc1NC(=O)CN(C)CC(=O)Nc1ccc(Br)cc1	-10%	1	0%	1%	2%	-9%	0%	-4%	106%[activator]
O=c1ccc2c(OCCCCc3ccccc3)c3ccoc3cc2o1	-8%[57.1 µM]	nt	-4%	nt	3%[57.1 µM]	nt	1%	-8%[60.1 µM]	2%[58.9 µM]
Cn1c(SCC(=O)Nc2nc3ccccc3s2)ncc(C(=O)Nc2ccc(F)cc2)c1=O	-19%	-1	nt	-8%	3%	0%	-1%	-1%[60.1 µM]	16%
Cn1c(N)c(S(=O)(=O)NCc2ccccc2)c(=O)n(C)c1=O	-7%	1	nt	nt	nt	nt	-2%	12%	16%
O=C(O)CSCC(=O)Nc1ccc(S(=O)(=O)N2CCCCC2)cc1	0%	-6	-1%	-15%	1%	13%	-5%	7%	?
O=[N+]([O-])c1ccc(COc2ncnc3ccccc23)cc1	-12%	-9	10%	-9%	21%	0%	5%	4%	-7%
COc1ccc(NC(=O)N2CC[C@@]3(CCCNC3)C2)cc1	nt	nt	2%	nt	nt	1%	1%	-2%[60.1 µM]	nt
CCCN(CC(=O)Nc1ccc(F)c(F)c1F)CC(=O)Nc1c(C)n(C)n(-c2ccccc2)c1=O	-8%	-5	22%	nt	nt	nt	0%	-4%	13%
Cc1ccc(NC(=O)C(C)S)cc1 (centres undefined)	-1%	1	7%	3%	16%	0%	-3%	10%	-28%
CCCN(C(=O)NCc1noc2ccc(C)cc12)c1ccc(Cl)c(Cl)c1	-16%	2	nt	2%	-1%	-7%	3%	2%	28%

A draw from above in order of number of heavy atoms, rising:
SMILES	POLH inh	LDHA block	APEX1 inh	Anesthetic bind	POLB inh	BLM helicase inh	Glioma ERSR ind	Pol kappa inh	POLI inh
O=[N+]([O-])c1ccc(COc2ncnc3ccccc23)cc1	-12%	-9	10%	-9%	21%	0%	5%	4%	-7%
O=c1ccc2c(OCCCCc3ccccc3)c3ccoc3cc2o1	-8%[57.1 µM]	nt	-4%	nt	3%[57.1 µM]	nt	1%	-8%[60.1 µM]	2%[58.9 µM]
CCCN(C(=O)NCc1noc2ccc(C)cc12)c1ccc(Cl)c(Cl)c1	-16%	2	nt	2%	-1%	-7%	3%	2%	28%

(continued)
SMILES	POLH inh	LDHA block	APEX1 inh	Anesthetic bind	POLB inh	BLM helicase inh	Glioma ERSR ind	Pol kappa inh	POLI inh
Cc1ccc2c(c1)N(C(=O)c1ccco1)C(C)(C)c1ssc(=S)c1-2	-17%	10	12%	?	17%	-9%	-2%	-4%	18%
CCCCOCCCNC(=O)c1cccs1	-6%	-2	4%	-2%	1%	3%	-3%	-9%	19%
O=S(=O)(c1ccc(Br)s1)N1CCc2ccccc2C1	-16%	1	0%	-9%	-9%	-8%	-2%	-9%	7%
COc1ccc(/C=N/NS(=O)(=O)c2ccc(C)cc2)cc1	-1%	-3	26%	-5%	4%	-4%	1%	-13%	111%[activator]
O=C(O)c1ccc(Nc2nc(-c3cccnc3)nc3ccccc23)cc1	nt	nt	-3%	-7%	4%	-3%	nt	nt	nt
COCCNc1ncnc2ccc(-c3cccc(OC)c3)cc12	nt	nt	-4%	nt	nt	16%	1%	11%[60.1 µM]	nt
Cc1ccc[n+](C(C)C(=O)Nc2ccc(C)c([N+](=O)[O-])c2)c1 (centres undefined)	-10%	-5	-2%	-9%	3%	2%	-4%	2%	36%[activator]
Cc1ccccc1OCCC(=O)N(CC(=O)Nc1ccccc1C(F)(F)F)Cc1ccco1	-17%	-6	-7%	nt	nt	nt	-2%	-11%	24%
COc1ccc(NC(=O)c2ccco2)cc1NC(=O)c1ccc(C)c(C)c1	-16%	-2	nt	-10%	-20%	-5%	-1%	-14%	-8%
CCOC(=O)c1ccc(NC(=O)CCc2nnc3ccc(N4CCCC4)nn23)cc1	-9%	-5	5%	1%	11%	-1%	-2%	1%	-4%
CC1CN(C(=S)Nc2ccccc2F)CC(C)O1 (centres undefined)	-1%	-1	0%	-7%	6%	-3%	-4%	3%	-16%
CC(C#N)Sc1nnc(-c2ccccc2F)n1C1CC1 (centres undefined)	1%	-7	20%	0%	31%	0%	-5%	-2%	-3%
CSc1nnc(-c2ccccc2SC)o1	-19%	-4	0%	-11%	24%	0%	4%	-6%	82%[activator]
CCc1nc(NC(=O)c2sc(C)nc2C)sc1C(=O)OC	0%	-4	1%	-4%	-2%	-3%	1%	-2%	-4%
COc1ccc(C2NC(c3ccc(OC)cc3)C(c3ccccc3)C(=O)C2c2ccccc2)cc1 (centres undefined)	-10%	-3	16%	12%	4%	-9%	-3%	-6%	114%[activator]
O=c1c(C(c2ccccc2)c2c(O)sc3ccccc3c2=O)c(O)sc2ccccc12	-13%	0	-9%	-11%	32µM*	?	1%	-2%	21%
Cc1ccc(N(CC(=O)Nc2c(C)n(C)n(-c3ccccc3)c2=O)S(C)(=O)=O)cc1C	-14%	-5	7%	1%	0%	-1%	-2%	-15%	2%
O=C(Oc1ccccc1C(=O)Oc1ccccc1)c1cccnc1	-17%	-9	12%	-12%	47%	-2%	-5%	-11%	11%
COc1ccc(-c2nnc(NC(=O)c3cc(C)on3)s2)cc1	-12%	-7	10%	-3%	-10%	0%	0%	-7%	-10%
NS(=O)(=O)c1ccc(CNC(=O)Cc2ccccc2F)cc1	1%	-1	-2%	-1%	-2%	0%	-4%	10%	8%

Some entries already given with just Pol kappa inh and Anesthetic bind:
Structure	Pol kappa inh	Anesthetic bind
O=c1ccc2c(OCCCCc3ccccc3)c3ccoc3cc2o1	-8%[60.1 µM]	nt
Cn1c(SCC(=O)Nc2nc3ccccc3s2)ncc(C(=O)Nc2ccc(F)cc2)c1=O	-1%[60.1 µM]	-8%
Cn1c(N)c(S(=O)(=O)NCc2ccccc2)c(=O)n(C)c1=O	12%	nt
O=C(O)CSCC(=O)Nc1ccc(S(=O)(=O)N2CCCCC2)cc1	7%	-15%
O=[N+]([O-])c1ccc(COc2ncnc3ccccc23)cc1	4%	-9%
COc1ccc(NC(=O)N2CC[C@@]3(CCCNC3)C2)cc1	-2%[60.1 µM]	nt

Other records.
SMILES	POLH inh	LDHA block	APEX1 inh	Anesthetic bind	POLB inh	BLM helicase inh	Glioma ERSR ind	Pol kappa inh	POLI inh
O=C1CC(c2ccc(Cl)cc2)CC(=O)C1CS(=O)(=O)c1ccccc1 (centres undefined)	13%	-9	-2%	?	-4%	-5%	1%	-3%	41%[activator]
Cc1ccc(N/C(SCc2ccccc2C)=C(/C#N)C(=O)NCc2ccco2)cc1C	-14%	5	1%	-14%	17%	-10%	-1%	-18%	-3%
Cn1cc2ccc([N+](=O)[O-])cc2n1	-18%	-3	0%	0%	1%	0%	-5%	2%	53%[activator]
O=C(CN(C(=O)C1CSC(=O)C1)c1ccc(F)cc1)NCc1ccc2c(c1)OCO2 (centres undefined)	-8%	-4	7%	0%	78%	-1%	-4%	0%	168%[activator]
CCc1cc(C(=O)c2ccc(OC)cc2)c(N)s1	-23%	0	-2%	-16%	-5%	-6%	2%	-8%	25%
O=C(CCN1C(=O)c2ccccc2C1=O)OCn1nnc2ccccc2c1=O	-5%	-7	7%	-14%	-2%	4%	-6%	-2%	17%
O=C(CCC(=O)N(CC(=O)NC1CCCC1)Cc1ccccc1)Nc1nccs1	-5%	-1	12%	-4%	40%	-2%	-2%	3%	-5%
Cc1ccoc1C(=O)Nc1cccc2ccccc12	-11%	4	17%	?	1%	-6%	3%	9%	35%[activator]
CC(C)(C)OC(=O)N1CCC(c2c(C(=O)O)cnn2-c2ccccc2Cl)CC1	4%	-4	-7%	-17%	1%	0%	-2%	-3%	5%
COc1ccc(OCC(=O)NNC(=S)NC(=O)C2CCCCC2)cc1	nt	nt	18%	?	-4%	-3%	nt	nt	nt

Next section; it opens with the three that closed the last part.
SMILES	POLH inh	LDHA block	APEX1 inh	Anesthetic bind	POLB inh	BLM helicase inh	Glioma ERSR ind	Pol kappa inh	POLI inh
Cc1ccoc1C(=O)Nc1cccc2ccccc12	-11%	4	17%	?	1%	-6%	3%	9%	35%[activator]
CC(C)(C)OC(=O)N1CCC(c2c(C(=O)O)cnn2-c2ccccc2Cl)CC1	4%	-4	-7%	-17%	1%	0%	-2%	-3%	5%
COc1ccc(OCC(=O)NNC(=S)NC(=O)C2CCCCC2)cc1	nt	nt	18%	?	-4%	-3%	nt	nt	nt
CC(C)=CCC/C(C)=C/CNC(=O)C[C@H]1C[C@H](C(=O)N2CCCCC2)[C@@]2(CCc3ccccc3)c3[nH]c4cc(CCC(=O)N(C)C)ccc4c3CCN2C1=O	-13%	4	-4%	nt	nt	nt	-3%	8%	2%
N#C/C(=N\Nc1ccc(Cl)cc1)C(=O)c1ccsc1	-19%	-2	12%	-10%	25%	0%	6%	6%	33%[activator]
CCCCN(C(=O)CCC(=O)Nc1cc(C)on1)C(C(=O)NC1CCCC1)c1ccc(F)cc1 (centres undefined)	2%	-6	-6%	1%	-2%	-1%	-1%	-5%	-15%
Cc1nc2sc(C(N)=O)c(N)c2c(-c2ccc(Br)cc2)c1C(=O)Nc1ccc(Cl)cc1	-9%	-10	nt	81%[activator]	?	-17%	-5%	-14%	?
CCOc1ccc(CNC(=S)NCc2ccc(OCC)cc2)cc1	-19%	0	20%	-17%	29%	-7%	3%	2%	11%
COc1cccc(-c2cc(C(=O)Nc3c(C)n(C)n(-c4ccccc4)c3=O)no2)c1	-5%	-10	-4%	-13%	-14%	1%	-3%	-2%	7%
Cn1c(SCC(=O)Nc2ccc3c(c2)OCCO3)nnc1-c1cccnc1	2%	-2	-3%	nt	nt	nt	-2%	-20%	10%
COc1ccccc1CN1CCCC2(CCN(C(=O)c3cccn3C)CC2)C1	nt	nt	6%	nt	nt	5%	-1%	-2%[60.1 µM]	nt
